Akt phos inh – inhibitors of Akt phosphorylation; activity change, % for hits at 50 µM; hit rate 0.32% among 360,000; Neuro2A IGF-stimulated pAkt S473 HTRF, 20 min; hits give low values; in the data active = activity change below about -80%; inconclusive = mostly about -51% to -80%; note: % is set by controls: 0 for no effect and ±100 for the full control effect
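Neuro2A cells in DMEM with 0.5% FBS, overnight at 37 deg C, given compound at single 50 µM final, then IGF (6 nM final) for 20 min at 37 deg C. Lysed; phospho-Akt Ser473 by HTRF after 24 h, 665/615 ratio.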
Nrf2 inh – Nrf2 pathway inhibition; hit rate 2.1% among 360,000; Potency, µM (titrated, usually from 46 µM), without a hit: at the highest dose activity change, negative = inhibition, most hits filed as inhibitors; A549 ARE-Fluc reporter, luciferase luminescence, 18-24 h; note: potency is the fitted concentration of half-maximal effect; % is set by controls: 0 for no effect and ±100 for the full control effect; nearly all actives have a fitted effect of over 60% in size
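In this cell-based qHTS, ARE-driven firefly luciferase in A549 cells reports Nrf2 activity; the luminescent signal after BugLite lysis is the measured value, with a prior CellTiter-Fluor read for cell health.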
Abeta yeast res – compounds reversing amyloid beta toxicity in yeast; yeast expressing A-beta42, growth rescue, OD600, 48 h; response scale: 0% DMSO, 100% iron-clioquinol control; Potency, µM (titrated, usually from 46.1 µM), for the others: top-dose growth rescue, actives largely listed as activators; hit rate 0.063% among 410,000; AID 1347071; note: potency is the fitted concentration of half-maximal effect; nearly all actives have a fitted effect of over 55% in size
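Yeast A-beta toxicity model in growth medium with pinned compounds, 48 h at 30 C; growth read as absorbance at 600 nm. Normalized to FeCl3/clioquinol equimolar mix (positive) and DMSO (negative).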
CCT chaperon mod – modulators of cytosolic chaperonin (CCT/TRiC) activity | AID 651819 | hit rate 0.3% among 360,000 | activity change, % (test concentration not listed), hits read low | purified chaperonin ATPase assay, HTRF ADP detection, 30 min; in the data active = activity change below about -30%; note: % is set by controls: 0 for no effect and ±100 for the full control effect
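First, chaperonin was dispensed at 40 nM or 20 nM final depending on batch activity. Next, compounds were pinned at 76 uM and ATP added at 10 uM. After 30 min at 37 °C, ADP detection reagents ran 30 min at ambient temperature.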
A549 tox – counter-screen for Nrf2 inhibitors: cytotoxicity in A549 cells. A549 ARE-Fluc cells, CellTiter-Fluor viability, 18-24 h. Potency, µM (series often up to 46 µM), without a hit: at the top dose activity change, negative = cytotoxicity, most hits filed as inhibitors. hit rate 0.16% among 390,000. AID 504648; note: potency is the fitted concentration of half-maximal effect; % is set by controls: 0 for no effect and ±100 for the full control effect
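Cytotoxicity counterscreen: CellTiter-Fluor fluorescence was measured in A549 ARE_Fluc cells after 18-24 h of compound exposure in a concentration series. The subsequent BugLite luminescent read reports ARE-luciferase activity.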
TGFb SMAD3 inh – inhibitors of TGF-b signaling; hit rate 1.2% among 410,000; Potency, µM (top dose mostly 46.1 µM), without a hit: at the highest dose activity, negative = inhibition, actives largely listed as inhibitors; HepG2 CAGA-GFP TGF-b/SMAD3 reporter, GFP fluorescence, 18 h; TGF-beta stimulated, 500 pg/mL final; AID 588855; note: potency is the fitted concentration of half-maximal effect; % is set by controls: 0 for no effect and ±100 for the full control effect; nearly all actives have a fitted effect of over 65% in size
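Inhibition was scored as loss of TGF-beta-induced (500 pg/mL final, 18 hours, 37 degrees C) GFP in HEPG2 cells carrying a CAGA-GFP reporter, in DMEM with 1% FBS. Well GFP was summed per cell; Activity was normalised to unstimulated and stimulated DMSO wells, then concentration-response fitting.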
Nrf2 activator – Nrf2 pathway activation; AREc32 ARE-luciferase reporter (MCF7-derived line), luminescence, 24 h; Potency, µM (titrated, usually from 46.1 µM), without a hit: top-dose activation, usual class: activators; hit rate 0.31% among 410,000; note: potency is the fitted concentration of half-maximal effect; % of control where 0% means no effect; nearly all actives have a fitted effect of over 65% in size
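Luminescent ARE reporter assay in AREc32_Fluc cells: overnight plating at 37 deg C, 24 hr compound incubation, Steady-Glo added, 30 min RT before reading.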
Mm-Cpn inhibitor – blocks the Methanococcus maripaludis chaperonin Mm-Cpn; Potency, µM (top dose mostly 76.9 µM), without a hit: top-dose activity, negative = inhibition, usual class: inhibitors; purified Mm-Cpn ATPase, ADP Transcreener TR-FRET; hit rate 0.031% among 330,000; note: potency is the fitted concentration of half-maximal effect; % is set by controls: 0 for no effect and ±100 for the full control effect; nearly all actives have a fitted effect of over 80% in size
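ATPase turnover read by TR-FRET ADP competition (Eu cryptate antibody/ADP-d2, 665/590 nm): 10uM ATP final, 25nM Mm-CPN final, 30 min 37degC after 10-min compound preincubation, pH 7.4 Tris/KCl/MgCl2/DTT buffer.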
HepG2 viability – kills HepG2 cells in TGF-b inhibitor counter-screen | hit rate 0.76% among 410,000 | Potency, µM (series often up to 46.1 µM), for inactives: top-dose activity change, negative = cytotoxicity, usual class: cytotoxic | AID 588856 | HepG2 CAGA-GFP viability, ATP luminescence, 18 h; note: potency is the fitted concentration of half-maximal effect; some results filed as inactive show a strong effect at the top dose
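CellTiter-Glo luminescence gave cytotoxicity after 18 hours at 37 degrees C. The cells were HepG2 CAGA-GFP in 1% FBS DMEM, stimulated with 500 pg/mL TGF-beta after compound addition. %Activity was normalised to no-cell wells (complete cell-killing) and DMSO (no toxicity), and curves were fitted and classified.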
Numbers without * were called inactive; i = inactive; ? = inconclusive; . = no result given; [ ] = dose if it differs, or a comment. Unless noted, calls come from the whole dose curve; as a rule, active = well fitted curve in the direction sought with a large enough effect; inconclusive = small, poorly fitted or top-dose-only effect, or another doubt; inactive = no such curve, though single readings can be large; an effect the other way counts as inactive or inconclusive. No enrichment for hits (roughly 4.3% active in at least one column).

SMILES	Akt phos inh	Nrf2 inh	Abeta yeast res	CCT chaperon mod	A549 tox	TGFb SMAD3 inh	Nrf2 activator	Mm-Cpn inhibitor	HepG2 viability
O=C(CCCC1=NS(=O)(=O)c2ccccc2N1)N1CCN(c2ccccc2)CC1	i	6%	18%	2.0	-2%	-18%	0.2%	?	12%
O=C(Cn1cnc2ccccc2c1=O)NCC(=O)N1CCN(c2ccccn2)CC1	i	3%	9%	-3.9	9%	4%	-1.0%	2%	-27%
Cc1ccc(NC2CCCN(C(=O)C3CCCC3)C2)cc1C (stereo not given)	i	6%	1%	-1.9	4%	-1%	2.4%	-1%	-10%
OCC[C@H]1C[C@@H](O)[C@H](O)[C@]2(Cc3ccccc3CO2)O1	i	4%	8%	0.8	-4%	4%	0.0%	-2%	-4%
COc1ccc(CNC(=O)c2cc(=O)c3cc(C)cc(C)c3o2)cc1	i	-9%	4%	-1.9	3%	0%	0.0%	0%	3%
COc1ccc(/C=C/C(=O)OC(C)CN2CCOCC2)cc1 (stereo not given)	i	3%	-10%	-2.2	0%	-1%	0.3%	-2%	-1%
O=C(CN(C(=O)C1CSC(=O)C1)c1ccccc1F)NCc1ccc2c(c1)OCO2 (stereo not given)	i	11%	-8%	0.3	2%	-3%	-0.6%	-2%	0%
CCCCN(CC)S(=O)(=O)c1ccc2c(c1)CCCN2C(C)=O	i	-16%	-1%	-2.7	-8%	7%	-0.5%	2%	-4%
COc1ccsc1C(=O)NCCN1CCOCC1	i	-12%	4%	-1.0	3%	5%	0.0%	-1%	4%
C#CCOCCOCCOCCNc1nc(N2CCOCC2)nc(N2CCN(C(=O)CCCCCCCCCCNC(=O)[C@H](CO)n3cc(CCCCCN)nn3)CC2)n1	i	5%	-15%	-7.4	-1%	-16%	0.7%	2%	0%
CC(C)[C@H](Nc1ccc(S(=O)(=O)N2CCOCC2)cc1[N+](=O)[O-])C(=O)OCC(N)=O	i	-21%	6%	-1.2	-24%	-8%	1.7%	0%	12%
CCOC(=O)c1c(C)[nH]c(C)c1C(=O)COC(=O)c1ccc(S(=O)(=O)C(F)F)cc1	i	7%	-5%	1.3	3%	29%	-0.9%	0%	11%
CC(=O)c1ccc(N2CCN(C(=O)CCCn3c(=O)[nH]c4ccc(Br)cc4c3=O)CC2)cc1	i	?	-15%	-0.5	-12%	?	5.1%	-17%	-59%
N#C/C(=C(/O)CN1CCN(c2ccccc2F)CC1)c1nc(-c2ccccc2)cs1	i	-24%	7%	0.0	-4%	-4%	0.1%	1%	-43%
CC(C)c1ccc2[nH]c3c(c2c1)CCCC3=O	i	14%	-19%	-9.1	-1%	-4%	6.9%	-3%	-7%

Pulled by compound from the entries so far, five records:
SMILES	Akt phos inh	Nrf2 inh	Abeta yeast res	CCT chaperon mod	A549 tox	TGFb SMAD3 inh	Nrf2 activator	Mm-Cpn inhibitor	HepG2 viability
C#CCOCCOCCOCCNc1nc(N2CCOCC2)nc(N2CCN(C(=O)CCCCCCCCCCNC(=O)[C@H](CO)n3cc(CCCCCN)nn3)CC2)n1	i	5%	-15%	-7.4	-1%	-16%	0.7%	2%	0%
COc1ccc(CNC(=O)c2cc(=O)c3cc(C)cc(C)c3o2)cc1	i	-9%	4%	-1.9	3%	0%	0.0%	0%	3%
CC(C)c1ccc2[nH]c3c(c2c1)CCCC3=O	i	14%	-19%	-9.1	-1%	-4%	6.9%	-3%	-7%
CC(=O)c1ccc(N2CCN(C(=O)CCCn3c(=O)[nH]c4ccc(Br)cc4c3=O)CC2)cc1	i	?	-15%	-0.5	-12%	?	5.1%	-17%	-59%
N#C/C(=C(/O)CN1CCN(c2ccccc2F)CC1)c1nc(-c2ccccc2)cs1	i	-24%	7%	0.0	-4%	-4%	0.1%	1%	-43%

Following part:
SMILES	Akt phos inh	Nrf2 inh	Abeta yeast res	CCT chaperon mod	A549 tox	TGFb SMAD3 inh	Nrf2 activator	Mm-Cpn inhibitor	HepG2 viability
O=C1C2(CCCC13COC(c1ccc(O)cc1)OC3)COC(c1ccc(O)cc1)OC2 (stereo not given)	i	10%	9%	-0.4	-9%	-4%	0.1%	2%	-2%
O=C(Nc1ccc(NC(=O)c2ccccn2)cc1)C(=O)Nc1ccc2c(c1)OCCO2	i	5%	5%	-3.0	-2%	5%	0.5%	2%	4%
COc1cc(C(=O)N2CCNCC2)cc(OC)c1OC	i	17%	-3%	-1.4	2%	11%	-0.4%	2%	3%
Cc1cccc(N2C(=O)CC(N3CCN(c4ccc(Cl)cc4)CC3)C2=O)c1 (stereo not given)	i	0%	?	-1.1	-3%	-11%	-0.7%	0%	-13%
O=C(Nc1ccc2c(c1)OCCO2)c1cccc(C(=O)Nc2ccc3c(c2)OCCO3)c1	i	?	-13%	-0.2	0%	-5%	-0.2%	-1%	-10%
CCc1ccc(NC(=O)COC(=O)C2(c3ccc(Cl)cc3)CCCC2)cc1	i	?	-3%	0.3	-24%	?	6.9%	0%	3%
Cc1cccc(C)c1N/C=C/c1onc(C)c1[N+](=O)[O-]	i	-10%	3%	0.5	3%	18%	-0.3%	.	2%
Cc1ccccc1-n1c(Cn2c(=O)sc3ccccc32)nnc1SCC(=O)N1CCOCC1	i	-4%	-13%	1.4	1%	-11%	-0.9%	2%	14%
Cc1cccc(NC(=O)c2ccc(OCc3c(C)noc3C)cc2)c1C	i	?	19%	-1.3	-18%	1%	4.0%	1%	-18%
CC(C)(C)C(=O)N1CCN(c2ccc(NC(=O)c3ccco3)cc2)CC1	i	-18%	1%	-2.7	2%	18%	-0.1%	1%	10%
CCCCn1c(N)c(N(CCOC)C(=O)CSc2n[nH]c(-c3ccc(C)cc3)n2)c(=O)[nH]c1=O	i	-3%	10%	-3.4	-5%	?	-0.5%	1%	-15%
Cc1ccc2nc(-c3ccc4c(c3)OCCO4)cn2c1	i	.	-25%	1.2	-5%	-17%	-3.3%	-2%	-45%
Cc1ccc(S(=O)(=O)NCC(=O)NCC2CCCCC2)cc1C	i	4%	21%	0.7	3%	?	0.4%	-1%	-8%
COc1cccc(NC(=O)COC(=O)c2ccc(C)c(S(=O)(=O)N3CCCCC3)c2)c1	i	?	13%	-0.5	-16%	-23%	3.0%	0%	-7%
CC12CC3CC(C)(C1)CC(C(=O)N1CCN(C(=O)c4ccco4)CC1)(C3)C2	i	-36%	2%	0.9	-1%	-19%	0.0%	1%	-11%
CN1CCC(N(C)S(=O)(=O)c2ccc(NC(=O)COc3cccc(Cl)c3)cc2)CC1	i	27%	1%	1.4	10%	6%	3.7%	-4%	-31%
CN(C)S(=O)(=O)c1ccc(C(=O)Nc2ccccc2[N+](=O)[O-])cc1	i	7%	-16%	-1.2	-1%	-3%	?	-1%	-4%
Cc1ccccc1N1CCN(C2CCCN(C(=O)c3cc(C(C)C)[nH]n3)C2)CC1 (stereo not given)	i	-8%	3%	2.4	-2%	-2%	0.1%	1%	-1%
CC(=O)c1ccc(NC(=O)C2CCC(C)NC2=O)cc1 (stereo not given)	i	.	9%	-1.1	-1%	14%	0.2%	0%	0%
Cc1ccnc(NC(=O)c2sc3ccccc3c2Cl)c1	i	?	0%	-2.5	11%	?	0.1%[9.22 µM]	?	-13%
NC(=O)C1CCCN(Cc2ccc(Cl)cc2)C1 (stereo not given)	i	-10%	2%	-0.4	5%	2%	-0.1%	0%	6%
Cc1cccc(C)c1NS(=O)(=O)c1ccc(NC(=O)c2ccc(Cl)c([N+](=O)[O-])c2)cc1	i	-24%	0%	2.4	-8%	?	-5.4%	-1%	18µM*
c1ccc(C2OC3c4cccc5cccc(c45)C3N2c2ccccc2)cc1 (stereo not given)	i	9%	-11%	0.7	-1%	?	?	0%	-26%
O=C(CNc1cccc(C(F)(F)F)c1)Nc1cccc(S(=O)(=O)N2CCCC2)c1	i	?	10%	0.3	-23%	?	-0.5%	0%	-10%
C/C=C/c1ccccc1OCc1ccc(C(=O)O)o1	i	7%	-6%	-0.6	-1%	5%	0.1%	1%	3%

Bioassay records as filed in PubChem BioAssay.
